FBW7 activator: FBW7 E3 ligase activators, primary screen, biochemical, AlphaScreen, human | AID 1259310, 2017 | AlphaScreen FBW7–phospho-cyclin E peptide binding, activator screen | normalized activity (activation), % at 26.1 µM | 0.13% of 650,000 active | F-box/WD repeat-containing protein 7 (Homo sapiens), Q969H0; in the data active means normalized activity above about 1.9%;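 further: purified mutant Fbw7 with reduced substrate affinity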
TEAD-YAP inh: TEAD-YAP interaction inhibition, primary screen, TEAD-YAP interaction inhibitor project, luminescence, HEK-TIYL cells; TEAD-Gal4/YAP UAS-luciferase luminescence; inhibition, % at 9.12 µM; 1.4% of 640,000 active; in the data active means inhibition above about 32%;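 further: 0% = median of test compound wells and 100% = reference inhibitor wells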
GPR151 ag: activators of human GPR151, primary screen, cell-based, PathHunter beta-arrestin, luminescence; PathHunter beta-arrestin GPR151 cells; AID 1508602, 2020; activation, % at 11.2 µM; G-protein coupled receptor 151 (Homo sapiens), Q8TDV0; 1% of 650,000 active; in the data active means activation above about 4.9%;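 further: 0% = median of compound wells and 100% = cells with positive control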
Target sequence (Q8TDV0 whole entry, looked up): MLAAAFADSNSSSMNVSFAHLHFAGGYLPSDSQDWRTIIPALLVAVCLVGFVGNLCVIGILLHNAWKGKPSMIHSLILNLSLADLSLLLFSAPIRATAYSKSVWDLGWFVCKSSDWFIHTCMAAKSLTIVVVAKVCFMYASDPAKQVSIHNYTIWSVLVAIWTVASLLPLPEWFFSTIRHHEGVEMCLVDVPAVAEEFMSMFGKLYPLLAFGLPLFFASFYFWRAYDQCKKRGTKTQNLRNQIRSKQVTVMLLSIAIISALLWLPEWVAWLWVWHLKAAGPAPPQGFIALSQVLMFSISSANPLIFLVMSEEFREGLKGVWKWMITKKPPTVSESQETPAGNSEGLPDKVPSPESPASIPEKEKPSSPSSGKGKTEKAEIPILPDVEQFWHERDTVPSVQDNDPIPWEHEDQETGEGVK
MITF inh: MITF inhibitors, primary screen, biochemical, AlphaScreen, human; inhibition, % at 2.6 µM; AID 1259374, 2018; Microphthalmia-associated transcription factor (Homo sapiens), O75030; 0.91% of 650,000 active; AlphaScreen MITF homodimerization, bead proximity signal; in the data active means inhibition above about 50%;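 further: 0% = vehicle wells with protein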
Target sequence (O75030 whole entry, looked up): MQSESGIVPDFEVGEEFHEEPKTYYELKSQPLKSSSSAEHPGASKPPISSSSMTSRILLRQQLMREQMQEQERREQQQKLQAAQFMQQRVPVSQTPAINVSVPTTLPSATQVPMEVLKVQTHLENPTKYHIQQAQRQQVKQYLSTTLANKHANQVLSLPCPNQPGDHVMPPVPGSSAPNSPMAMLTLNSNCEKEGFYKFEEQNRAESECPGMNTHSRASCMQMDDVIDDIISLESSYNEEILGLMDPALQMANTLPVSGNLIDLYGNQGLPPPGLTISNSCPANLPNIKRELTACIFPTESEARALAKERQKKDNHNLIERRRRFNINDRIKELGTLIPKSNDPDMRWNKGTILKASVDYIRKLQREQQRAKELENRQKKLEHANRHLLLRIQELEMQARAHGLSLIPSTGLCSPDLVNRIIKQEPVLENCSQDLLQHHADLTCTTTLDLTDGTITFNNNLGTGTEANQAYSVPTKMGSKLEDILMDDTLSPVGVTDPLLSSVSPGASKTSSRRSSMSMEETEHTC
* hit, by the source's call; . = no result given.

SMILES,FBW7 activator,TEAD-YAP inh,GPR151 ag,MITF inh
O=C(Nn1c(-c2cccc(Cl)c2)nc2ccccc2c1=O)c1cc(Cl)ccc1[N+](=O)[O-],-0.1,20,0.6,3
Cc1cc2oc(=O)cc(CN3C(=O)NC4(CCOc5ccccc54)C3=O)c2cc1Cl (stereo not given),-0.1,7,-1.4,-1
CCCc1cc(=O)[nH]c(SCC(=O)N2c3ccccc3Sc3ccccc32)n1,0.0,-4,0.8,15
CC(C)N(C(=O)Cn1c(CO)nc2ccccc21)c1ccccc1,0.2,6,0.2,14
COc1ccc(C(=O)Nc2ncc3c(n2)CC(c2ccc(F)cc2)CC3=O)cc1 (stereo not given),-0.1,1,2.6,3
Cc1c(Cl)cccc1NC(=O)CSC1=C(C#N)C(c2ccc3c(c2)OCO3)C2=C(CCCC2=O)N1 (stereo not given),0.4,19,-1.9,29
CCCCN(CC)S(=O)(=O)c1ccc(F)c(C(=O)Nc2cc(Cl)ccc2OC)c1,0.1,-14,0.8,-5
Fc1ccc2c(c1)CC(c1nc3ccc(-c4ccncc4)cc3s1)CO2 (stereo not given),0.2,-11,0.7,9
CC(C)(C)c1nnc(N/N=C/c2ccccc2O)n(N)c1=O,0.0,10,1.1,32
COc1cc(OC)cc(-n2nc(C(=O)Nc3ccc(C)c(F)c3)c3ccccc3c2=O)c1,-0.2,-3,0.1,8
Cc1[nH]c2ccccc2c1C(=O)C(=O)N(C)Cc1ccccc1,-0.1,2,-0.9,-6
Cc1ccc(F)cc1N1C(=O)C2C3C=CC(C3)C2C1=O (stereo not given),0.0,1,0.2,-1
CCc1ccc(N2C(=O)CSC2=S)cc1,-0.3,-3,-0.6,3
O=C(c1ccccc1)C1CCN(C(=O)CN2C(=O)c3ccccc3C2=O)CC1,-0.3,3,-0.5,2
CCOC(=O)C1(CCc2ccccc2)CCN(Cc2cnc(C)s2)CC1,-0.1,-5,9.8*,-2
CC(C)(C)c1ccc(C(=O)NNC(=O)c2ccccc2I)cc1,0.1,2,1.5,-3
Cc1ccc(S(=O)(=O)Nc2ccc(S(=O)(=O)NCCc3ccccc3)cc2)cc1,0.7,15,-0.9,6
CCN1CCc2c(sc(NC(=O)c3ccc(S(=O)(=O)N(CC)CC)cc3)c2-c2nc3ccccc3s2)C1,0.1,-1,0.1,5
CCCCCCCc1ccc(-c2ccc(OC)cc2)nc1,-0.1,-2,-1.1,2
COc1ccccc1-c1cnnc(N/N=C/c2c[nH]c3ccccc23)n1,0.2,-33,-1.1,17
O=C1CC(c2ccccc2)C(C(=O)O)N1 (stereo not given),0.2,-1,0.3,22
COC(CNc1cc(=O)n(C)c(=O)n1Cc1ccc(F)cc1F)OC,0.1,2,1.2,2
COc1cc(NC(=O)c2ccccc2[N+](=O)[O-])c(C(=O)O)cc1OC,0.0,1,1.5,-4
O=C(O)C1CCC(CNCc2ccc(Cl)cc2)CC1 (stereo not given),0.1,-12,0.8,-25
COc1cc(NC(=S)NCC2CCCO2)c(OC)cc1Cl (stereo not given),-0.2,11,3.5,12
COCCCn1c(C)cn2c3c(=O)n(Cc4ccccc4F)c(=O)n(C)c3nc12,0.3,-2,-0.9,10
COc1ccc(-c2nnc(NC(=O)c3ccco3)s2)cc1OC,-0.1,4,-0.5,-4
Cn1cnc2c1c(=O)n(Cc1ccc(Br)cc1)c(=O)n2C,-0.1,-15,0.4,-2
COc1ccc(CCNc2nc(N3CCCC3CO)nc3c2ncn3-c2ccsc2)cc1 (stereo not given),-0.3,53*,1.0,-7
COc1ccc(/C=C2/N=C(c3cc([N+](=O)[O-])cc([N+](=O)[O-])c3)OC2=O)c(OC)c1,0.0,1,-0.5,-4
CSc1nnc(C)c2cnn(-c3ccc(C)cc3)c12,0.0,21,0.1,-1
CCC1(C)CC(CC(=O)O)(c2ccc(F)cc2)CCO1 (stereo not given),-0.7,-4,-0.6,-2
CCN(c1ccc(OC)cc1)S(=O)(=O)c1ccc2c(c1)CCN2C(=O)CCC(=O)O,0.4,10,-0.3,18
CCOc1ccccc1C(=O)N1CCCCC1C (stereo not given),0.2,0,-1.1,18
O=C(Nc1ccc(Br)cc1)C1C2C=CC3(O2)C1C(=O)N(C1CCCCCC1)C3C(=O)NC1CCCCC1 (stereo not given),-0.1,-5,-0.7,-2
COc1ccc(OC)c(-n2c(=O)[nH]c3cc(C(=O)NCCc4ccccc4)ccc3c2=O)c1,-0.1,2,0.6,6
O=C(NC1CCCC1)c1ccc2c(c1)NC(=O)C(CS(=O)(=O)Cc1ccccc1Cl)N2 (stereo not given),0.1,-2,0.3,-9
O=C(c1ccccc1)C(C(=O)N1CCc2ccccc2C1)n1cc(Cl)ccc1=O (stereo not given),0.2,9,-0.2,4
CC(=O)NC(=O)c1cc2cc([N+](=O)[O-])ccc2oc1=Nc1ccc(C)cc1,0.0,3,-0.9,6
Cc1cccc(Cc2nnc(CCC(=O)NCc3cn4ccccc4n3)o2)c1,0.1,1,-1.5,0
COCCN(C(=S)Nc1ccc(C)c(Cl)c1)C1CCN(C(C)=O)CC1,0.1,1,-1.1,-3
Cc1ccc(-c2ccc(=O)n(CC(=O)NCCCN3CCCCC3C)n2)cc1 (stereo not given),0.6,19,-0.3,5
S=c1n(CN2CCOCC2)nc(-c2ccncc2)n1-c1ccccc1,0.0,7,0.4,3
Cc1cccc(CSc2ccc3nnc(-c4cccnc4)n3n2)c1,-0.2,-9,0.4,-1
O=C(c1ccccc1Br)N1CCN(c2ccc(Cl)cc2[N+](=O)[O-])CC1,0.9,6,-0.6,12
CCOc1cc2c(cc1OCC)C(c1ccccc1O)NCC2 (stereo not given),0.0,-3,-0.5,-3
O=C(O)CCc1ccc(-c2cnn3c(N4CCC(O)CC4)ccnc23)cc1,0.2,37*,-1.3,7
CCOC1=C/C(=C/c2c(N)n3nc(C4CCCCC4)sc3nc2=O)C=CC1=O,-0.1,14,-0.3,0

Taken from above.
COc1ccc(C(=O)Nc2ncc3c(n2)CC(c2ccc(F)cc2)CC3=O)cc1 (stereo not given) in TEAD-YAP inh shows 1
COc1cc(OC)cc(-n2nc(C(=O)Nc3ccc(C)c(F)c3)c3ccccc3c2=O)c1 in GPR151 ag shows 0.1
O=C(O)C1CCC(CNCc2ccc(Cl)cc2)CC1 (stereo not given) in MITF inh shows -25
Cn1cnc2c1c(=O)n(Cc1ccc(Br)cc1)c(=O)n2C in TEAD-YAP inh shows -15
CCCc1cc(=O)[nH]c(SCC(=O)N2c3ccccc3Sc3ccccc32)n1 in GPR151 ag shows 0.8

More compounds
SMILES,FBW7 activator,TEAD-YAP inh,GPR151 ag,MITF inh
CCN(CC)C(=O)c1cc2ccccc2cc1O,0.4,9,-0.3,22
Cc1ccc2cc(CCN3C(=O)c4ccccc4C3=O)c(=O)[nH]c2c1,0.8,6,2.8,19
COc1ccccc1C(=O)Nc1c(C(=O)O)cnn1-c1ccccc1,-0.1,17,-0.6,4
COc1ccc(NC(=O)CSc2nc3c(sc(=S)n3-c3ccccc3C)c3nc4ccccc4n23)c(OC)c1,-0.4,1,0.0,-4
CC(=O)/C(=C/C=C/c1ccccc1)[N+](=O)[O-],0.9,4,-1.1,14
CCOC(=O)c1cc(NC(=O)CSc2nc(C)nc3sc4c(c23)CCC4)cc(C(=O)OCC)c1,0.0,-4,-1.2,-4
CCOc1c(C)cnc2c1c(=O)n(CC(=O)Nc1cc(C)cc(C)c1)c(=O)n2C,0.0,1,-0.6,0
CCOc1ccc(N(CC(=O)N/N=C/c2cccnc2)S(C)(=O)=O)cc1,0.0,-4,0.9,-11
COc1ccc(N=C2SC(C(=O)Nc3ccc(C)cc3C)CC(=O)N2Cc2ccc3c(c2)OCO3)cc1 (stereo not given),0.1,6,0.4,16
CC1(C)CC(=O)C=C(Nc2ccc(Br)cc2)C1,0.0,-9,0.6,4
Cc1ccc(CC2(CCC(=O)N3CCCC(OCc4ccccc4)C3)CCC(=O)N2)cc1 (stereo not given),0.0,3,-0.2,10
COC(=O)C1CCN(C(=O)C23CCC(C)(C(=O)O2)C3(C)C)CC1 (stereo not given),0.0,3,0.4,-21

Given with values under each structure: entries from further up
The line under a structure holds: FBW7 activator	TEAD-YAP inh	GPR151 ag	MITF inh
COc1ccc(N=C2SC(C(=O)Nc3ccc(C)cc3C)CC(=O)N2Cc2ccc3c(c2)OCO3)cc1 (stereo not given)
  0.1	6	0.4	16
CCOC(=O)c1cc(NC(=O)CSc2nc(C)nc3sc4c(c23)CCC4)cc(C(=O)OCC)c1
  0.0	-4	-1.2	-4
COc1ccccc1C(=O)Nc1c(C(=O)O)cnn1-c1ccccc1
  -0.1	17	-0.6	4
Cc1ccc(CC2(CCC(=O)N3CCCC(OCc4ccccc4)C3)CCC(=O)N2)cc1 (stereo not given)
  0.0	3	-0.2	10
COc1ccc(NC(=O)CSc2nc3c(sc(=S)n3-c3ccccc3C)c3nc4ccccc4n23)c(OC)c1
  -0.4	1	0.0	-4
CC1(C)CC(=O)C=C(Nc2ccc(Br)cc2)C1
  0.0	-9	0.6	4

Next entries.
SMILES,FBW7 activator,TEAD-YAP inh,GPR151 ag,MITF inh
COc1ccc2ccccc2c1C1C(C(C)=O)=C(C)N=c2s/c(=C\c3c[nH]c4ccccc34)c(=O)n21 (stereo not given),-0.1,0,-0.6,-6
Cc1cc(N2CCOCC2)nc2ccc(NC(=O)CCC(=O)NC(C)C)cc12,-0.1,3,0.5,-2
O=C(O)COc1ccc(N2C(=O)c3ccc(C(=O)O)cc3C2=O)cc1,0.0,0,-0.3,-4
CN1C(=O)C(C)(C)c2cc(S(=O)(=O)N(C)CC(=O)Nc3ccc(F)cc3)ccc21,-0.3,-2,-0.4,11
S=c1n(CN2CCOCC2)nc(-c2cccs2)n1CC1CCCO1 (stereo not given),0.1,-1,0.5,11
O=C(O)c1cccc([N+](=O)[O-])c1C(=O)Nc1ccc(Br)cc1,0.1,-6,-0.4,15
CC(=O)c1ccc(NC(=O)C2CCCN2S(=O)(=O)c2cccc3nsnc23)cc1 (stereo not given),0.7,-14,-0.1,-1
COC(=O)c1c(-c2ccc(C(C)(C)C)cc2)csc1N,0.1,2,-0.9,-3
CCOC(=O)N/N=C1\C[C@@H](O)[C@@H](O)[C@@H]2[C@@H]3C(=O)N([C@@H](C)c4ccccc4)C(=O)[C@@H]3CC[C@@H]12,0.1,.,1.1,-25
COC(=O)c1cc(C(=O)NCc2cccnc2)cc([N+](=O)[O-])c1,0.1,8,1.2,-9
CN=C1NN=C(c2cc(C)n(Cc3ccccc3Cl)c2C)CS1,0.0,19,0.3,6
COc1ccc(C2=NN(C(=O)CSc3nnc(CNC(=O)Cc4ccccc4)n3C)C(c3cccc(OC)c3OC)C2)cc1 (stereo not given),0.2,6,-2.0,10
O=C(COC(=O)C1=NNC(=O)CC1)NCc1ccc2c(c1)OCO2,0.0,-4,4.4,-9
O=C1CC(c2ccccc2Cl)Cc2nc(NCc3ccccc3)ncc21 (stereo not given),-0.1,-10,1.0,-6
Cn1c(=O)[nH]c(=O)c2c1nc1n2CC(O)CN1c1ccccc1 (stereo not given),0.4,3,0.5,16
COC(=O)c1cc(C)sc1N1C(=O)C=CC1=O,0.2,15,-1.7,12
CC1=C(C(=O)OCCOc2ccccc2)C(c2ccccc2Cl)NC(=O)N1 (stereo not given),0.2,9,0.2,13
CN(C)Cc1cn(CCC(=O)O)c2ccccc12,0.2,9,-1.2,14
Cc1ccccc1NC(=O)N1CCN(CC(N)=O)CC1,0.1,4,-1.1,-4
COc1ccc(Cl)cc1C(=O)Nc1ccc(N(C)C(C)=O)cc1,0.2,-3,-0.7,18
CN(C)C(=S)Nc1ccc2ccccc2c1,0.3,11,1.3,6
Cc1ccnc(NC(c2cc(C)ccc2O)c2ccc3cccnc3c2O)c1 (stereo not given),-0.4,6,0.1,35
CCOc1ccc(NC(=O)CSC2=C(C#N)C(c3ccc(F)cc3)CC(=O)N2)cc1 (stereo not given),1.0,9,-0.8,3
CC(C)N(CCNc1nc(N2CCc3ccccc3C2)nc2c1ncn2-c1ccsc1)C(C)C,-0.1,8,0.9,19
C=CCn1c(SCC(=O)Nc2ccc(C(N)=O)cc2)nc2sc(C)c(C)c2c1=O,0.0,-18,-1.8,-7
C=CCn1c(SCc2cc(F)ccc2F)nc2cc(C(=O)N3CCC(C(N)=O)CC3)ccc2c1=O,-0.1,9,-1.0,-2
O=C(NCc1nc2ccccc2[nH]1)c1cc(N2CCc3ccccc3C2)nc2ccccc12,0.5,-11,0.9,8
Cc1cc(/C=C2\C(=O)NC(=O)N(C)C2=O)c(C)n1-c1ccc2ccccc2c1,-1.0,-10,-0.8,16
O=C(CC12CC3CC(CC(Br)(C3)C1)C2)NCc1ccco1,0.3,12,-2.0,18
CCOC(=O)C1=C(C)NC(C)=C(C(=O)OCC)C1c1ccc([N+](=O)[O-])cc1,0.0,7,-0.1,12
NC(=S)N/N=C/c1ccccc1OCc1ccccc1,-0.1,2,-0.5,-1
Cc1ccc(CCC(=O)Nc2ncc(Cc3ccc(Cl)cc3)s2)o1,0.3,57*,3.9,1

Screening data (PubChem BioAssay)
